Assay outcomes (PubChem)
PhoP GFP inhibition = PhoP regulon inhibitors, Salmonella typhi PhoP promoter GFP reporter, confirmatory (AID 1850) | Salmonella Typhi PhoP-promoter GFP reporter, fluorescence, 4 h; higher % means a stronger effect | 0.33% of 310,000 active | inhibition, % at 50 µM; hits with a dose series show IC50 in µM; in the data active means a potency from the dose series; inconclusive means inhibition mostly from about 25% at the one dose, without a potency; inactive means the rest, 99 in 100 with inhibition below about 19%;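 further: 0% = induced wells with vehicle and 100% = uninduced wells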
H1N1 NS1A inhibition = NS1A inhibition, H1N1 influenza, cell based functional assay (AID 504329). NS1A functional cell-based assay, percent inhibition; higher % means a stronger effect. one-dose inhibition, % at 12.5 µM; IC50 in µM for titrated hits. 0.3% of 340,000 active; in the data active means a potency from the dose series; inconclusive means inhibition above about 27% without an active follow-up result; further: strong numbers were not always called active
VEEV TC-83 Vero = inhibitors of VEEV TC-83 cytopathic effect, confirmation, Vero cells (AID 588727); Vero cells, VEEV TC-83 cytopathic effect inhibition; higher % means a stronger effect; inhibition, % at 20 µM, or IC50 in µM where a hit was titrated; 0.13% of 350,000 active; in the data active means a potency from the dose series; inconclusive means inhibition mostly from about 14% at the one dose, without a potency; inactive means the rest, 99 in 100 with inhibition below about 12%; further: strong numbers were not always called active
H37Rv inhibition = M. tuberculosis growth inhibition, HTS (AID 449762) | 0.59% of 330,000 active | M. tuberculosis H37Rv growth inhibition, 7H9 media; higher % means a stronger effect | inhibition, % at 25 µM, or IC50 in µM where a hit was titrated; in the data active means a potency from the dose series; inconclusive means inhibition above about 70% without an active follow-up result;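 further: bacterial growth assessed after seven days of incubation; strong numbers were not always called active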
M. tuberculosis = growth inhibition of non-replicating M. tuberculosis (AID 488890); inhibition, % at 25 µM; hits with a dose series show IC50 in µM; Mycobacterium tuberculosis non-replicating, growth inhibition; higher % means a stronger effect; 0.39% of 320,000 active; in the data active means a potency from the dose series; inconclusive means inhibition mostly from about 82% at the one dose, without a potency; inactive means the rest, 99 in 100 with inhibition below about 76%;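 further: plate controls were DMSO cells for no effect and high antibiotic wells for full effect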
VEEV TC-83 Vero 10K pilot screen = also measured in VEEV TC-83 Vero; calls as there; inhibition, %; measured here: 10K pilot screen inhibition
* hit, by the source's call; i = inactive; ? = inconclusive; / = no result given; & = joins results of further samples.

SMILES	PhoP GFP inhibition	H1N1 NS1A inhibition	VEEV TC-83 Vero	H37Rv inhibition	M. tuberculosis	others
CCc1cc(=O)oc2c(CNCc3ccccc3F)c(O)c(Cl)cc12	5%	-4%	0.6%	-4%	-17%
CCCCN(CC)CCNC(=S)Nc1ccc2nc(N3CCN(C)CC3)cc(C)c2c1	-7%	-17%	i	5%	33%
O=C(CC1S/C(=N/N=C2CCCCCC2)NC1=O)Nc1ccccc1C(F)(F)F (stereo unspecified)	-3%	1%	0.5%	-5%	1%
Cc1cc(C)n(-c2cc(Cl)cc(Cl)c2)c(=O)c1C#N	-7%	-6%	0.6%	4%	10%
COC(=O)C1=C(c2cc3ccccc3s2)C[C@@H]2CC[C@H]1N2C(=O)NCc1ccc(C(F)(F)F)cc1	-4%	10%	2.5%	9%	22%
CCN1C=C(C(=O)c2ccccc2)C(=O)CC1	/	-4%	i	/	/
O=C(OCC1OC(Oc2ccc(O)cc2)C(O)C(O)C1O)c1ccccc1 (stereo unspecified)	6%	2%	2.3%	-9%	-10%
Cc1nc(C)c(C)nc1C	1%	/	/	-3%	-2%
O=C(N/C(=C/c1cccc([N+](=O)[O-])c1)C(=O)N1CCCC1)c1ccccc1	0%	6%	1.3%	0%	-6%
COc1cc(C(=O)Oc2c(OC)cc(C(=S)N3CCOCC3)cc2OC)cc(OC)c1OC	-3%	-6%	6.5%	8%	-6%
O=C(O)C1=NOC(CNc2ncc(C(F)(F)F)cc2Cl)C1 (stereo unspecified)	-3%	-10%	1.7%	-2%	-14%
Cc1ccnc(N/C=C/C(=O)c2ccc(Br)cc2)c1	4%	-16%	0.1%	9%	16%
Cc1c(OCC(=O)NCC(O)c2ccccc2)ccc2c(-c3ccccc3)cc(=O)oc12 (stereo unspecified)	2%	0%	1.7%	-4%	-10%
O=C(N/C(=C/c1ccc(Br)cc1)C(=O)N1CCCC1)c1ccccc1F	-6%	-1%	0.3%	-1%	-12%
CC(=O)Oc1c(Cl)c(N2CCOCC2)c(OC(C)=O)c2ccccc12	4%	0%	i	-1%	10%
CCc1ccccc1NC(=O)CN(c1ccc(OC)cc1OC)S(=O)(=O)c1ccccc1[N+](=O)[O-]	0%	5%	6.5%	-4%	22%
CC(C)CNC(=O)c1ccc2c(c1)C(=O)N(C1CCCCC1)C2=O	-13%	8%	i	6%	48%
O=C1CCC(C(=O)N(c2ccccc2)C2(C(=O)NC3CCCCC3)CCCCC2)N1 (stereo unspecified)	-9%	-1%	i	-3%	14%
CCOC(=O)C(NC(C)=O)(Nc1ccc(S(=O)(=O)Nc2nccs2)cc1)C(F)(F)F (stereo unspecified)	8%	-7%	1.0%	?	76%
CC(C)COC(=O)c1ccc2c(c1O)C(=O)c1ccccc1C2=O	-3%	35µM*	i	?	?
CCOc1ccccc1NC(=O)CN(c1ccc(OC)cc1)S(=O)(=O)c1c(C)noc1C	-1%&0%	-2%	3.2%	-3%	16%
CC(C)CC1NC(=O)N(CC(=O)N2CCN(S(=O)(=O)c3ccc4ccccc4c3)CC2)C1=O (stereo unspecified)	0%	2%	2.8%	-1%	5%
CCN1CCN(c2ccc(S(=O)(=O)N(CC)CC)cc2[N+](=O)[O-])CC1	-5%	0%	1.4%	1%	-7%
Cc1ccccc1N=Cc1c(O)n(-c2nccs2)c(=O)c2ccccc12	3%	-6%	9.2%	18%	66%
COc1ccc(S(=O)(=O)N(C)C[C@H]2Oc3ccc(NS(=O)(=O)c4c(C)noc4C)cc3C(=O)N([C@H](C)CO)C[C@@H]2C)cc1	/	-16%	6.4%	-7%	21%
Later entries
SMILES	PhoP GFP inhibition	H1N1 NS1A inhibition	VEEV TC-83 Vero	H37Rv inhibition	M. tuberculosis	others
Cc1ccc(C(=O)N2CCCC(Nc3ccc(F)cc3)C2)cc1C (stereo unspecified)	-7%	19%	1.4%	11%	29%
COc1ccc(C(=O)NCCSCc2ccc(C)cc2)cc1	12%	-14%	0.9%	-3%	74%
CC(=O)N1CCc2c(sc(NC(=O)CS(=O)(=O)c3ccc(F)cc3)c2C#N)C1	-3%	1%	3.5%	31%	42%
COc1ccc(Br)cc1/C=N/NC(=O)c1ccc(COc2ccc3c(c2)CCC3)o1	4%	0%	1.9%	-2%	-12%
CCOC(=O)C1(C(=O)OCC)NC(=O)CC1CC(C)C (stereo unspecified)	/	-8%	6.0%	/	/
O=S(=O)(/C=C/c1ccccc1)N1CCN(Cc2ccccc2)CC1	2%	5%	0.7%	-3%	5%
O=C(NCc1cccs1)c1cc(S(=O)(=O)N2CCOCC2)ccc1N1CCCC1	/	-5%	2.0%	5%	-9%
COc1ccc(Br)cc1CN1CCN(C(=O)c2ccc(F)cc2)CC1	6%	-8%	1.9%	-3%	-4%
CCOC(=O)N1CCC(NC(=O)c2cc(C(=O)NCC(OC)OC)ccc2CO)CC1	3%	5%	1.3%	-1%	-5%
Cc1cc2nc(C3CCCN(C(=S)Nc4ccccc4C)C3)[nH]c2cc1C (stereo unspecified)	3%	0%	3.4%	8%	26%
Cc1ccsc1C1C(C#N)=C(N)Oc2n[nH]c(C)c21 (stereo unspecified)	3%	-2%	0.9%	9%	-5%
Nc1nonc1C(=O)N/N=C/c1ccc(-c2ccc(Cl)c(C(=O)O)c2)o1	1%	4%	0.6%	28%	6%
O=C(Cc1ccccc1)NCc1n[nH]c(=S)n1-c1ccc(Br)cc1	-2%	1%	i	-8%	-16%
COc1ccc(CNC(=O)C[C@H]2C(=O)N(Cc3ccccc3)C[C@@H]2Cc2ccccc2)cc1	14%	3%	0.4%	-1%	4%
Cc1nn(Cc2ccc(F)cc2)c(C)c1NC(=O)c1cnn2c1NC(c1ccccc1)CC2C(F)(F)F (stereo unspecified)	-6%	2%	2.1%	11%	34%
CN=C(NC1CCCCC1)c1ccc(Cl)cc1	-6%	-5%	0.1%	-6%	-9%
OCCN=Cc1c(O)[nH]c2ccccc12	7%	-1%	0.5%	-9%	-15%
COc1ccc(N(CC(=O)N2CCN(C)CC2)S(=O)(=O)c2cc(C)ccc2OC)cc1Cl	-7%	-6%	1.2%	-13%	4%
ON=C1C2CC=C(c3ccccc3)C1CCC2 (stereo unspecified)	/	-15%	0.0%	/	/
c1ccc(CN2CCN(c3nc4ccccc4n4cnnc34)CC2)cc1	4%	11%	3.6%	-8%	/
COc1ccc(C(=O)O)cc1S(=O)(=O)NCCc1ccccn1	-2%	-4%	i	-2%	1%
CCOC(=O)c1cc(C#N)c(N2CCN(C)CC2)nc1-c1ccccc1	11%	3%	0.2%	1%	-1%
C=CCN1CN(S(=O)(=O)c2cccc(Cl)c2)c2nc3ccccc3nc21	-13%	0%	2.2%	5%	1%
CCc1nc2ccc(C(=O)NCCc3ccc(OC)cc3)cc2nc1CC	1%	-3%	1.7%	-1%	31%
COc1ccc(NC(=O)c2cc([N+](=O)[O-])ccc2N2CCCCC2)cc1OC	/	-5%	3.2%	-10%	17%

The list goes on; the last 5 above are carried over.
SMILES	PhoP GFP inhibition	H1N1 NS1A inhibition	VEEV TC-83 Vero	H37Rv inhibition	M. tuberculosis	others
COc1ccc(C(=O)O)cc1S(=O)(=O)NCCc1ccccn1	-2%	-4%	i	-2%	1%
CCOC(=O)c1cc(C#N)c(N2CCN(C)CC2)nc1-c1ccccc1	11%	3%	0.2%	1%	-1%
C=CCN1CN(S(=O)(=O)c2cccc(Cl)c2)c2nc3ccccc3nc21	-13%	0%	2.2%	5%	1%
CCc1nc2ccc(C(=O)NCCc3ccc(OC)cc3)cc2nc1CC	1%	-3%	1.7%	-1%	31%
COc1ccc(NC(=O)c2cc([N+](=O)[O-])ccc2N2CCCCC2)cc1OC	/	-5%	3.2%	-10%	17%
C(=C1c2ccccc2-c2ccccc21)c1ccncc1	/	10%	1.2%	/	/
O=C(C1CC1)N1CCc2cc(Br)cc(S(=O)(=O)NCC3COc4ccccc4O3)c21 (stereo unspecified)	-4%	-2%	3.2%	-3%	-6%	VEEV TC-83 Vero 10K pilot screen=2.6
Cc1cc(NC(=O)CN2CCCCC2)n(-c2ccccc2)n1	-3%	/	0.1%	13%	-14%
CSc1ccccc1NC(=O)COC(=O)c1ccccc1Cc1ccccc1	-3%	-2%	1.8%	-2%	74%
COc1ccc(NC(c2ccccc2)P(=O)(Oc2ccccc2)Oc2ccccc2)cc1 (stereo unspecified)	6%	-5%	0.2%	?	23%
CCN(CC)c1ccc(/C=N/NC(=O)CNC(=O)c2cccnc2)cc1	3%	-19%	0.9%	70%	41%
CC(C(=O)NC1CCCCC1)N(Cc1ccc(F)cc1)C(=O)c1snc(C(N)=O)c1N (stereo unspecified)	14%	-4%	0.5%	9%	6%
CCC(=O)NC(c1cc(Cl)c2ccccc2c1O)C(C)C (stereo unspecified)	/	-26%	0.1%	3%	-19%
OCCCCNCc1ccc(OCc2ccc(Cl)cc2)cc1	17%	12%	3.9%	5%	60%
CSc1ccc(/C=C/C(=O)OCC(=O)N2CCN(S(=O)(=O)c3ccc(C)cc3C)CC2)cc1	/	1%	0.9%	3%	14%
O=C(NCc1cccs1)c1cc(-c2ccccn2)nc2ccc(Br)cc12	-6%	-8%	0.4%	6%	15%
OC[C@@H]1CCCN1Cc1cn(-c2ccccc2)nc1-c1ccc2c(c1)OCO2	7%	-26%	1.3%	3%	12%
Cc1ccc(C(=O)N/C(=C\c2ccco2)C(=O)N2CCSCC2)cc1C	-5%	3%	0.3%	1%	-5%
COc1ccc(CNC(=O)CCc2ccc(S(=O)(=O)N3CCCCCC3)cc2)cc1OC	/	-9%	6.1%	/	/
CCOC(=O)C(CSCC(=O)c1ccc(Cl)cc1)NC(=O)OC(C)(C)C (stereo unspecified)	7%	-2%	6.7%	66%	?
CC(C(=O)c1ccc(-c2ccccc2)cc1)[n+]1cccc(NC(=O)c2ccccc2)c1 (stereo unspecified)	20µM*	-4%	0.0%	-1%	35%
N/C(=N\OC(=O)c1ccc(Cl)cc1)c1ccc(Cl)cc1	-6%	0%	0.5%	?	70%
CCc1nc2ccccc2c2nc3ccccc3n12	-5%	1%	3.8%	?	36%
O=C(CNC(=S)N(CCCN1CCOCC1)Cc1cccs1)NC1CCCCC1	-2%	-8%	i	5%	3%
O=[N+]([O-])c1ccc(OCCOc2ccccc2/C=N/n2cnnc2)cc1	-8%	-2%	i	2%	-2%
Cc1ccc(S(=O)(=O)N2CCN(S(=O)(=O)N3CCOCC3)CC2)c(C)c1	2%	5%	i	4%	-7%
Cc1cc(OCC(=O)N2CCN(c3ccccn3)CC2)c(C)cc1Br	-3%	-1%	1.2%	7%	11%
COc1ccc(S(=O)(=O)N2CCCC2C(=O)NCc2cccs2)cc1 (stereo unspecified)	5%	-2%	2.5%	-5%	-16%
CCCCOC(=O)CCc1n[nH]c(=O)[nH]c1=O	3%	-5%	1.2%	1%	-10%

No new results follow: an excerpt of the list.
SMILES	PhoP GFP inhibition	H1N1 NS1A inhibition	VEEV TC-83 Vero	H37Rv inhibition	M. tuberculosis	others
COc1ccc(CNC(=O)CCc2ccc(S(=O)(=O)N3CCCCCC3)cc2)cc1OC	/	-9%	6.1%	/	/
CCOC(=O)C(CSCC(=O)c1ccc(Cl)cc1)NC(=O)OC(C)(C)C (stereo unspecified)	7%	-2%	6.7%	66%	?
CC(C(=O)c1ccc(-c2ccccc2)cc1)[n+]1cccc(NC(=O)c2ccccc2)c1 (stereo unspecified)	20µM*	-4%	0.0%	-1%	35%
N/C(=N\OC(=O)c1ccc(Cl)cc1)c1ccc(Cl)cc1	-6%	0%	0.5%	?	70%
